# SK-BR-3 tox 24h = SK-BR-3 proliferation inhibitors | SK-BR-3 viability, CellTiter-Glo ATP luminescence, 24 h; stronger effect = lower value | viability, % at 10 µM | actives 0.47% (n = 41,000);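 active = viability at or below the median of all test compounds minus 3 SD, in both replicates if run twice, cut at about 45% in these data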;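 also: 100% = median untreated cell wells and 0% = median positive control drug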
# An asterisk follows results filed as active. This is a subset. The share of hits here may be higher or lower than overall.
compound	SK-BR-3 tox 24h
COC(=O)c1[nH]c2cccc(Cl)c2c1NC(=O)CN1CCN(CCO)CC1	100
CN(C)c1ccc(NC(=O)c2cc3c(=O)n4ccccc4nc3n2C)cc1	85
COc1ccc(OC)c(N=C(C)C2=C(O)COC2=O)c1	111
c1ccc(C2=Nn3c(nnc3-c3cccnc3)SC2)cc1	87
CCOC(=O)C1CCN(C(=O)CN(c2ccc(OC)c(OC)c2)S(=O)(=O)c2ccccc2)CC1	91
O=C1C(C=NCc2cccnc2)=C(O)c2ccccc21	82
CC(=O)Nc1ccc(C(=O)n2nc(C)cc2C)cc1	77
Cc1cc(C)c(S(=O)(=O)Nc2cccnc2)c(C)c1	88
O=C(c1ccccc1F)N(Cc1ccc(F)cc1)C1CCS(=O)(=O)C1 (stereo not given)	115
COc1ccccc1N1CCN(CC(=O)c2c(C)[nH]c3cc(C)ccc23)CC1	89

# The list goes on.
compound	SK-BR-3 tox 24h
O=c1c2c([nH]c3ccc(Br)cc13)CCCC2	102
COc1ccc(NC2CS(=O)(=O)CC2OC(=O)c2ccc(F)cc2)cc1 (stereo not given)	90
O=C(Cc1ccccn1)Nc1ccccc1	100
O=C(CN1C(=O)c2cccc3cccc1c23)NCc1ccc2c(c1)OCO2	87
Cc1noc(C)c1C(=O)Nc1ccc2c(c1)CCC2	104
CCOC(=O)Cc1nnc(NC(=O)c2ccccc2OC)s1	96
c1cnc(N2CCN(c3ncnc4c3oc3ccccc34)CC2)nc1	88
CCN=C1SC(CC(=O)Nc2sc(C)c(C)c2C(=O)OC)C(=O)N1CC (stereo not given)	90
Cc1ccc2nsnc2c1S(=O)(=O)NCc1cccnc1	104
COc1ccc(C2C(C(=O)NCCN(C)C)c3ccccc3C(=O)N2C)cc1OC (stereo not given)	99

# (continued)
compound	SK-BR-3 tox 24h
Cc1cc(=O)c2n(Cc3ccccc3Cl)nc[n+]2[nH]1	75
CCOc1cc(S(=O)(=O)N2CCOCC2)ccc1F	95
COc1ccc(OCC(=O)N2CCN(C(=O)c3cccc4ccccc34)CC2)cc1	79
COc1ccc(C(=O)N2CCN(C(=O)c3ccco3)CC2)cc1OC	111
O=c1[nH]c(=S)c2c(n1-c1ccccc1)CCC2	86
COCCn1c(SCC#N)nnc1-c1ccc2c(c1)OCO2	73
CCC(C)c1ccc(O)c(NC(=O)c2ncn[nH]2)c1 (stereo not given)	96
O=C(CSc1nnc(-c2cccnc2)n1-c1ccccc1)Nc1ccccn1	86
O=C(NCc1ccco1)C1CC(=O)N(c2ccc(O)cc2)C1 (stereo not given)	91
CC1CCCCN1S(=O)(=O)c1ccc2c(c1)oc(=O)n2CC(=O)O (stereo not given)	87

# Continued:
compound	SK-BR-3 tox 24h
COc1ccc(CCNC(=O)CSc2nc3c(c(=O)n(C)c(=O)n3C)n2C(C)C)cc1OC	96
Cc1ccc(-c2nc(-c3ccccn3)no2)cc1Cl	106
COC(=O)c1ccc(C(=O)OC)c(N)c1	90
COC(=O)Cc1[nH]nc2c1C(c1c[nH]c3ccccc13)C(C#N)=C(N)O2 (stereo not given)	136
CCCN(Cc1ccccc1)C(=O)Nc1ccc2c(c1)nnn2C	83
COc1ccc2c(c1)Sc1ccccc1N2CCN(C)C	94
CCSC(C)CC1C/C(=N/O)c2c(CC)noc2C1 (stereo not given)	81
Clc1ccc(OCc2nnc3n2N=C(c2ccc4c(c2)OCCO4)CS3)c(Cl)c1	89
OC(CN1CCOCC1)CN1CCOCC1	102
Cn1c(=O)c2c(nc(SCCCO)n2Cc2ccccc2Cl)n(C)c1=O	124

# Remaining list, next part.
compound	SK-BR-3 tox 24h
CCOP(=O)(c1ccc(N(C)C)cc1)C(O)c1cc(OC)c(OC)c(OC)c1 (stereo not given)	81
CC(C(=O)NC1=NCCS1)N1C(=O)C2CC=CCC2C1=O (stereo not given)	81
COCCCn1c(=NC(=O)c2ccncc2)c(C#N)cc2c(=O)n3cccc(C)c3nc21	92
CCOc1ccc(S(=O)(=O)N(CC(N)=O)c2ccc(C)cc2)cc1	84
Cc1nc2sccn2c(=O)c1CCN1CCC(=C(c2ccccc2)c2ccc(F)cc2)CC1	92
CN(Cc1ccccc1)c1nc2c(c(=O)n(C)c(=O)n2C)n1CCCc1ccccc1	76
CC1=C(C(=O)OC2CCCCCCC2)C(c2ccc(O)cc2)NC(=O)N1 (stereo not given)	114
COc1ccc(C2C(C(N)=O)=C(C)Nc3ncnn32)cc1 (stereo not given)	71
CCOC(=O)C1CCCN(C(=O)CS(=O)(=O)Cc2ccccc2)C1 (stereo not given)	84
CCn1c(SCc2nc3ccccc3[nH]2)nnc1-c1ccncc1	97

# Next section
compound	SK-BR-3 tox 24h
CSC1=C(C#N)C(c2ccc(C)cc2)C2=C(CCCC2=O)N1 (stereo not given)	115
Cc1cccc(NC(=O)c2cc(NC(=O)C3CCCCC3C(=O)O)ccc2N2CCCCC2)c1 (stereo not given)	93
O=C(OCc1cc2ccccc2[nH]c1=O)c1ccncc1	90
N#Cc1c(NC(=O)c2ccncc2)sc2c1CCC2	93
N#CC1=C2SCN(Cc3ccccc3)CN2C(=O)CC1c1ccc2c(c1)OCO2 (stereo not given)	80
O=C(O)CN(c1ccc2c(c1)OCCO2)S(=O)(=O)c1ccccc1	95
CC(C)Cc1nc2n[nH]c(N)c2c2c1CCC2	99
COc1ccc(-c2c(C(F)(F)F)oc3c(CN4CCN(C)CC4)c(O)ccc3c2=O)cc1	80
COc1ccc(NC2=C(C(C)=O)C(c3ccc4c(c3)OCO4)C(C(C)=O)C(C)(O)C2)cc1 (stereo not given)	108
O=C(C1CCN(S(=O)(=O)c2ccc(F)cc2)CC1)N1CCOCC1	110

# Remaining list, next part
compound	SK-BR-3 tox 24h
CC(C)COCC1CC2(CC(C)C(=O)CC2=O)C(=O)O1 (stereo not given)	114
C/C(NCCCn1ccnc1)=C(\C#N)C(N)=O	90
COc1ccc(OC)c(N(CC(=O)NC2CC2)S(=O)(=O)c2ccc(C)cc2)c1	87
CNC(=O)c1ccc(N(Cc2ccccc2)S(C)(=O)=O)cc1	90
CC(C)N(Cc1nnc(-c2ccccc2Cl)o1)C(=O)c1cccc(C#N)c1	79
CN(C(=O)c1cc2n(n1)C(C(F)(F)F)CC(c1ccco1)N2)c1ccc(OC(F)(F)F)cc1 (stereo not given)	69
O=C(OC(C(=O)NCC1CCCO1)c1ccc(F)cc1)c1ccco1 (stereo not given)	100
O=C(NCc1ccccc1)c1ccc(F)c(S(=O)(=O)N2CCOCC2)c1	72
O=C(NCCc1ccccc1)C1CCCN1C(=O)NCc1ccccc1 (stereo not given)	92
COc1ccc(Oc2nc(C)cc(C)c2C#N)cc1	86

# 6 entries picked at random from those above, as already listed:
compound	SK-BR-3 tox 24h
CNC(=O)c1ccc(N(Cc2ccccc2)S(C)(=O)=O)cc1	90
COc1ccc(-c2c(C(F)(F)F)oc3c(CN4CCN(C)CC4)c(O)ccc3c2=O)cc1	80
O=C(c1ccccc1F)N(Cc1ccc(F)cc1)C1CCS(=O)(=O)C1 (stereo not given)	115
N#CC1=C2SCN(Cc3ccccc3)CN2C(=O)CC1c1ccc2c(c1)OCO2 (stereo not given)	80
CCOP(=O)(c1ccc(N(C)C)cc1)C(O)c1cc(OC)c(OC)c(OC)c1 (stereo not given)	81
COc1ccc(OC)c(N(CC(=O)NC2CC2)S(=O)(=O)c2ccc(C)cc2)c1	87

# A different layout for four compounds above:
canonical_smiles: CC(C)N(Cc1nnc(-c2ccccc2Cl)o1)C(=O)c1cccc(C#N)c1
  SK-BR-3 tox 24h = 79

canonical_smiles: CC(C)COCC1CC2(CC(C)C(=O)CC2=O)C(=O)O1 (stereo not given)
  SK-BR-3 tox 24h = 114

canonical_smiles: COc1ccc(Oc2nc(C)cc(C)c2C#N)cc1
  SK-BR-3 tox 24h = 86

canonical_smiles: CNC(=O)c1ccc(N(Cc2ccccc2)S(C)(=O)=O)cc1
  SK-BR-3 tox 24h = 90

# Further results follow:
compound	SK-BR-3 tox 24h
COc1ccc(C2=NO[C@@H]3C(=O)N(C4CCCCC4)C(=O)[C@H]23)cc1OC	86
O=C(CNS(=O)(=O)c1ccc(C(=O)N2CCOCC2)cc1)N1CCOCC1	105
CCC1(c2ccccc2)C(=O)NCNC1=O	88
C=CCOC(=O)C1=C(C)OC(N)=C(C#N)C1c1ccc(F)cc1 (stereo not given)	93
CN(Cc1ccccc1)c1oc(-c2ccco2)nc1C#N	81
COc1ccccc1-n1c(C)nc(=O)c(-c2ccccc2)c1C	94
COc1ccccc1N1CCN(C(=O)C(C)N(c2ccc(C)cc2)S(C)(=O)=O)CC1 (stereo not given)	86
Cc1nc2c(c(=O)n1CCC(C)C)c1nc3ccccc3nc1n2Cc1ccc2c(c1)OCO2	93
COc1ccc(NC(=O)N2CCN(c3nc(-c4cccc(OC)c4)cs3)CC2)cc1	81
COc1ccc(C(=O)O)cc1NS(=O)(=O)c1cccc2nsnc12	84

# Next section.
compound	SK-BR-3 tox 24h
COc1ccc(CNc2nc(-c3cccnc3)nn2C(=O)c2ccco2)cc1	122
COCCCNC(=O)CCc1nc(-c2ccccc2Cl)no1	80
COc1ccccc1NC(=O)CSc1nnc(-c2ccc(NC(C)=O)cc2)n1C	88
CCOc1cc(C2CC(=O)NC3=C2C(=O)C(C(=O)OC)C(C)C3)cc(Cl)c1O (stereo not given)	81
COc1ccccc1-c1nc(C#N)c(N2CCN(Cc3ccccc3)CC2)o1	78
Cc1cc(NC(=O)CSc2nc3ccccc3n2CC(=O)N2CCCCC2)no1	99
O=C(CCNc1cccc(C(F)(F)F)c1)c1ccco1	124
COc1ccc(OC(C)C(=O)N2CC(C)OC(C)C2)cc1 (stereo not given)	94
CCc1cc2cc(C(=O)Nc3ccccc3F)sc2s1	77
COc1ccc(CCNc2oc(-c3ccccc3OC)nc2C#N)cc1OC	75

# Additional structures.
compound	SK-BR-3 tox 24h
Cc1cc(C(=O)NCc2cc(C)n(C)n2)sc1-c1ccccc1	99
COc1ccc(CCn2c(=N)c(C(=O)NCc3ccco3)cc3c(=O)n4cccc(C)c4nc32)cc1	66
CC(=O)Nc1cccc(-c2nnc(-c3ccccc3)o2)c1	84
CCCC(=O)Nc1cccc(-c2cn3ccsc3n2)c1	82
Cc1ccccc1CS(=O)(=O)Cc1ccc(C(=O)NCC2CCCO2)o1 (stereo not given)	79
O=C1CC(c2ccccc2)c2cc(O)ccc2O1 (stereo not given)	92
CCOC(=O)c1sc(NC(=O)CNC(=O)Cn2cnc3sc(C)c(C)c3c2=O)nc1C	87
CC(=O)c1ccc(N2C(=O)[C@@H]3C(CCC(N)=O)NC4(C(=O)Nc5c4ccc(Cl)c5C)[C@@H]3C2=O)cc1 (stereo not given in full)	115
COc1ccc(C(=O)/C(C)=N/O)cc1OC	98
COc1ccc(S(=O)(=O)N(CC(=O)NC2CC2)C2CCCCC2)cc1Cl	92

# Continued:
compound	SK-BR-3 tox 24h
COc1ccc(NC(=O)CCS(=O)(=O)c2cccc3nonc23)c(OC)c1	86
O=C(Cn1nnc(-c2cccs2)n1)N1CCc2ccccc2C1	52
CCC(CC)C(=O)Nc1cccc(-c2nc3ccccc3o2)c1	82
CNC[C@H](O)c1cccc(O)c1	89
COc1ccc(C(=O)Nc2ccccc2NC(=O)c2ccco2)cc1OC	102
CCOc1ccccc1-n1c(SCC(=O)Nc2nccs2)nnc1-c1ccoc1C	58
O=C(CSCCO)Nc1nccs1	93
Cc1cc(Oc2ccccc2)nc(-c2ccccc2O)n1	90
CCN(CC)C(=O)N1c2ccccc2CC(N(CC)CC)c2ccccc21 (stereo not given)	68
O=S(=O)(c1ccc(Br)s1)N1CCN(c2ccccn2)CC1	83

# (cont.)
compound	SK-BR-3 tox 24h
O=S(=O)(NC1CCCC1)c1ccc(Br)s1	73
CCS(=O)(=O)N1CCCC(c2nc(-c3cccc(OC)c3)no2)C1 (stereo not given)	66
CCOc1cc(C(=O)Nc2ccccc2N2CCN(S(C)(=O)=O)CC2)cc(OCC)c1OCC	78
CC1CN(C(=O)CCn2c(=O)oc3ccccc32)CC(C)O1 (stereo not given)	79
Cn1c(C(=O)NCc2cccnc2)cc2sccc21	78
FC(F)(F)c1cc(-c2ccco2)nc(NCc2cccs2)n1	95
CCN(CCCNC(=O)C1CCN(S(=O)(=O)N2CCOCC2)CC1)c1cccc(C)c1	83
COc1cc(-c2ccccc2)nc(N)n1	73
CCCCN(CCCNC(=O)C1CCN(S(=O)(=O)N2CCOCC2)CC1)c1ccccc1	81
O=C(NC1(C(F)(F)F)N=C2SCCN2C1=O)c1ccco1 (stereo not given)	92

# The list goes on:
compound	SK-BR-3 tox 24h
COCCCNC(=O)c1ccccc1Oc1ccccc1	102
Cc1cc(N2CCCCC2)n2ncc(-c3ccccc3)c2n1	98
CC1=C(C(=O)Nc2ccccc2)C(c2ccco2)C(C#N)=C(SCc2ccccc2)N1 (stereo not given)	66
O=C(c1ccc(F)cc1)N1CCC(O)(c2cccnc2)CC1	126
O=C(CCN1C(=O)C2C3C=CC(C3)C2C1=O)Nc1ccccn1 (stereo not given)	100
O=C(Nn1c(C2CC2)nc2ccccc2c1=O)c1ccco1	94
Cc1noc(C)c1COC(=O)Cn1c(C)nc2ccccc21	77
Cn1c(=O)n(CC(=O)Nc2ccc(F)cc2)c2ccccc21	90
O=C(c1ccccc1)c1nc2ccccc2[nH]c1=O	97
c1cncc(-c2nc(-c3cccs3)cs2)c1	121

# Next entries follow:
compound	SK-BR-3 tox 24h
O=C(CCn1c(=O)oc2ccccc21)NC1=NCCS1	97
COc1ccc(N2CCN(C(=O)CN(c3ccc(Br)cc3)S(C)(=O)=O)CC2)cc1	109
COc1ccc(NC(C)c2cc(Cl)ccc2O)cc1 (stereo not given)	92
COc1ccc(CCNC(=O)Cn2nnc(-c3ccc(N4CCOCC4)cc3)n2)cc1OC	95
COC(=O)c1ccc(Cn2cnc3ccccc3c2=O)cc1	81
CN(C)CCNC(=O)Cn1nc(C(F)F)cc1C1CC1	98
CC(Cc1ccc(O)c(O)c1)C(C)Cc1ccc(O)c(O)c1 (stereo not given)	97
Cc1ccc(N(CC(=O)Nc2cccc(C)c2)S(=O)(=O)c2cccc3nonc23)cc1	74
O=C(Nc1nnc(CC(=O)N2CCOCC2)s1)c1cccs1	96

# High-throughput results (PubChem BioAssay)
